EphB4 antag = EphB4-ephrin-B2 interaction antagonism; 0.15% of 97,000 active; EphB4 LBD / TNYL-RAW-Alexa532 peptide, fluorescence polarization; P54760; AID 720; inhibition, % at 7 µM;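 active means inhibition above the screen-wide mean inhibition plus 3 SD, cut at about 15% in these data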;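 further: 0% = DMSO wells and 100% = excess unlabeled TNYL-RAW peptide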
Pyk2 oligo antag = blocks oligomerization of human Pyk2 in cells; 0.83% of 99,000 active; z-score (the deposit names both 25 µM and 10 µM); Q293 cells, Pyk2 FERM NanoBiT luminescence; hits give low values;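 active means Z-score of -3 or lower, scaled per plate to the spread of control and sample wells; inactive means z-score above -3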;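 further: negative z-score means lost luminescence so less FERM oligomerization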
Target sequence (Q14289 whole entry, looked up): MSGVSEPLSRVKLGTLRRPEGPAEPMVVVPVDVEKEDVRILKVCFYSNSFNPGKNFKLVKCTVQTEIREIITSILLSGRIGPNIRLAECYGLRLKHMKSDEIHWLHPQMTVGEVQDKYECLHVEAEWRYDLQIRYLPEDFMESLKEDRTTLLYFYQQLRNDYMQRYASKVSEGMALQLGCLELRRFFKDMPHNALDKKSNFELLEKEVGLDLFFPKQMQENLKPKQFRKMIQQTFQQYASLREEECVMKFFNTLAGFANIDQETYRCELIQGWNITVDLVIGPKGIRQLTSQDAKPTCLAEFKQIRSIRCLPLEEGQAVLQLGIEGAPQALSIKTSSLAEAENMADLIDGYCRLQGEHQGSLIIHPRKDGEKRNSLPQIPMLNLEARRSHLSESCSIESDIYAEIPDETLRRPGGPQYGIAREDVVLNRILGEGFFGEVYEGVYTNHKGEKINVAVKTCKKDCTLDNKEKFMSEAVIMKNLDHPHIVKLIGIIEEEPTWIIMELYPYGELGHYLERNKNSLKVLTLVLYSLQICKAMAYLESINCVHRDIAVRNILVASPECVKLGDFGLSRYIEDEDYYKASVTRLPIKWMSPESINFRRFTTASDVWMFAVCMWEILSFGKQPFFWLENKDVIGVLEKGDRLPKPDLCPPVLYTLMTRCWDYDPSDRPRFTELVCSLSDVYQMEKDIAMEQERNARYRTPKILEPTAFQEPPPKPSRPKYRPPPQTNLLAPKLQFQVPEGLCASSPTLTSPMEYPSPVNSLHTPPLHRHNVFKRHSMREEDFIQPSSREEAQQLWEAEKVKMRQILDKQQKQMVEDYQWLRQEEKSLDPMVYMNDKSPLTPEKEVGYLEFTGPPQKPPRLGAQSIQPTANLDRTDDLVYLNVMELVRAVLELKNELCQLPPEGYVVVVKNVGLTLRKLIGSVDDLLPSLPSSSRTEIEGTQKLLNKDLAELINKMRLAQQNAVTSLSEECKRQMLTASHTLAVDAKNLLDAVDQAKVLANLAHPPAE
Starred values were filed as active, the others as inactive. Some of the compounds tested; rates above refer to the full screens.

Each structure is followed by: EphB4 antag	Pyk2 oligo antag
(1) COCCNC(=O)C(=O)N/N=C/c1ccccc1C(F)(F)F
 : -5.9	-0.17
(2) CCOc1ccc(NC(=O)c2cnccn2)cc1
 : 2.6	-0.24
(3) Cc1ccc(S(=O)(=O)N2CCCN(c3nc4cc(C)ccc4cc3C#N)CC2)cc1
 : 5.8	0.04
(4) Nn1c(-c2ccccc2Cl)nnc1-c1ccccc1Cl
 : 2.1	-0.45
(5) Cn1c(CCNC(=O)c2ccco2)nc2cc(NC(=O)C3CCCCC3)ccc21
 : 1.1	-0.75
(6) COc1cc(/C=C2\S/C(=N/S(=O)(=O)c3ccccc3)NC2=O)c([N+](=O)[O-])cc1OC
 : 8.4	0.92
(7) CC(C)CCNC(=O)C(c1cccnc1)N(Cc1ccccc1)C(=O)Cn1nnc2ccccc21 (stereo unspecified)
 : 4.9	-1.31
(8) COc1ccc(OC)c(CNC(=O)COc2cc(=O)n(C)c3ccccc23)c1
 : 7.5	-0.16
(9) CN1C(=O)SC(Nc2ccccc2)C1=O (stereo unspecified)
 : 7.1	0.08
(10) CCOc1ccc(OCCOCCOc2c(Cl)cccc2Cl)cc1
 : -3.7	0.22
(11) CCOC(=O)c1ccc(COC(=O)c2ccc(-c3nnc(-c4ccccc4)o3)cc2)o1
 : -2.4	0.6
(12) O=c1c2cnn(-c3ccc(F)cc3)c2ncn1Cc1ccc(F)cc1
 : -5.4	0.95
(13) CC(C)CC(OC(=O)c1nsc(Cl)c1Cl)C(=O)NCc1cccs1 (stereo unspecified)
 : 2.8	0.87
(14) CCOc1cc(C(=O)O)cc(Cl)c1OC
 : 2.7	-0.37
(15) COC(=O)C1=C(C)N(C)C(=O)/C1=C\c1cccs1
 : -0.8	0.56
(16) Cc1ccc(S(=O)(=O)NCCSc2nnnn2-c2ccccc2)cc1
 : -9.6	-0.11
(17) O=S(=O)(c1ccc(Br)s1)N1CCc2ccccc2C1
 : -0.1	-0.11
(18) Cc1cc(C(F)F)n2ncc(C(=O)N3CCCCC3)c2n1
 : -3.6	0.88
(19) Cc1c(C#N)c2ccccc2n1CC(=O)NCc1ccccc1
 : -7.4	-0.9
(20) O=C(Nc1ccccc1N1CCN(c2ccc(F)cc2)CC1)C12CC3CC(CC(C3)C1)C2
 : -4.9	-1.01
(21) Cc1ccc(C(c2nnnn2Cc2ccccc2)N2CCN(Cc3ccccc3)CC2)cc1 (stereo unspecified)
 : 2.4	-2.17
(22) COc1ccccc1N1CCN(C(c2cccs2)C(C)NC(=O)c2cccs2)CC1 (stereo unspecified)
 : -2.2	-0.27
(23) COc1ccc(Oc2nnnn2-c2ccccc2)cc1
 : 5.8	-0.87
(24) O=C(NC1CCCC1)C(c1cccnc1)N(C(=O)c1csnn1)C1CCCC1 (stereo unspecified)
 : -7.2	-0.84
(25) COc1ccc(OCCCn2c(=O)oc3ccccc32)cc1
 : 8.4	-0.63
(26) Cc1nn2c3ccccc3n(C)c2nc1=O
 : 3.5	0.02
(27) Cc1nnc(SCc2cccs2)[nH]c1=O
 : 0.2	1.12
(28) CCC(C)OC(=O)c1cc(C)nc2c(Br)cc(Br)cc12 (stereo unspecified)
 : 5.8	-0.53
(29) CCc1nnc2sc(-c3ccc(NC(=O)CSc4ccc(Cl)cc4)cc3)nn12
 : -3.5	-0.25
(30) COc1ccccc1N(CC(=O)Nc1ccc(S(=O)(=O)N2CCCCC2)cc1)S(C)(=O)=O
 : 0.3	-0.33

Some of the entries so far, as tab-separated lines.
#	molecule	EphB4 antag	Pyk2 oligo antag
6	COc1cc(/C=C2\S/C(=N/S(=O)(=O)c3ccccc3)NC2=O)c([N+](=O)[O-])cc1OC	8.4	0.92
7	CC(C)CCNC(=O)C(c1cccnc1)N(Cc1ccccc1)C(=O)Cn1nnc2ccccc21 (stereo unspecified)	4.9	-1.31
8	COc1ccc(OC)c(CNC(=O)COc2cc(=O)n(C)c3ccccc23)c1	7.5	-0.16
9	CN1C(=O)SC(Nc2ccccc2)C1=O (stereo unspecified)	7.1	0.08
10	CCOc1ccc(OCCOCCOc2c(Cl)cccc2Cl)cc1	-3.7	0.22
11	CCOC(=O)c1ccc(COC(=O)c2ccc(-c3nnc(-c4ccccc4)o3)cc2)o1	-2.4	0.6
12	O=c1c2cnn(-c3ccc(F)cc3)c2ncn1Cc1ccc(F)cc1	-5.4	0.95

(further entries)
Each structure is followed by: EphB4 antag	Pyk2 oligo antag
(31) CCCOc1ccccc1N/C(=N\S(=O)(=O)c1ccc(C)cc1)Nc1nc(C)cc(C)n1
 : 0.0	-0.99
(32) CC(NS(=O)(=O)c1ccc(CCC(=O)NCC2CCCO2)cc1)c1ccccc1 (stereo unspecified)
 : -7.1	0.97
(33) CC(=O)Nc1ccc2ccc3cccc4ccc1c2c34
 : 2.5	0.02
(34) COc1ccccc1NC(=O)c1cc2ccccc2o1
 : 4.1	-0.49
(35) CCN(CC)c1ccc(C=Nc2ccc(C)cc2)c(O)c1
 : -9.9	1.01
(36) Cc1ccc(S(=O)(=O)NC(Cc2c[nH]c3ccccc23)C(=O)O)cc1 (stereo unspecified)
 : -3.9	0.2
(37) O=C(NCCc1ccccc1)c1nc2nc(-c3cccs3)cc(C(F)(F)F)n2n1
 : -3.7	-1
(38) Cc1ccccc1NC1=CC(=O)CC(C)(C)C1
 : -2.9	1.49
(39) O=C(CN1CCN(CC(=O)Nc2ccc(OCc3ccccc3)cc2)CC1)Nc1ccc(F)cc1
 : -1.9	0.51
(40) CC(NC(=O)Cc1cccs1)C(c1cccs1)N1CCOCC1 (stereo unspecified)
 : -2.7	0.12

Record cards, from the list above. Order of screens: EphB4 antag, Pyk2 oligo antag
O=C(CN1CCN(CC(=O)Nc2ccc(OCc3ccccc3)cc2)CC1)Nc1ccc(F)cc1 is entered as -1.9, 0.51
COc1ccccc1NC(=O)c1cc2ccccc2o1 is entered as 4.1, -0.49

Following part:
Each structure is followed by: EphB4 antag	Pyk2 oligo antag
(41) Cc1ccc(C(=O)CCC(=O)CCC(=O)O)cc1
 : -0.3	0.95
(42) COCCNC(=O)C(c1ccccc1C)N(C(=O)Cn1nnc2ccccc21)c1cccnc1 (stereo unspecified)
 : -2.9	-0.24
(43) CCCC(=O)NC(=S)Nc1c(C)cc(Br)cc1C
 : 4.6	-0.8
(44) Cc1ccc(C)c(NC(=S)NNC(=O)c2csc(C(C)C)c2)c1
 : 5.8	-0.51
(45) COc1ccc2c(c1)CC/C(=C\C=C\c1ccccc1OC)C2=O
 : -2.2	-0.36
(46) FC(F)Sc1ccc(Nc2ncnc3nc[nH]c23)cc1
 : -5.6	0.27
(47) c1ccc2c(c1)ncn2CCOCCOCCn1cnc2ccccc21
 : -4.6	1.16
(48) Cn1ncc(Br)c1C(=O)OCC(=O)Nc1nc(-c2ccccc2)cs1
 : -2.8	0.2
(49) CCN(CC)C(=O)c1cc2c(=O)oc3ccccc3c2s1
 : -8.2	0.29
(50) CC(=O)N1c2ccccc2C(C)(C)C2CCC(C)CC21 (stereo unspecified)
 : 7.3	-0.78
(51) O=C(O)c1c2c(nc3ccc(F)cc13)CCC2
 : -3.1	0.75
(52) CN(C)CCCCCCCCCCC(=O)/C=N/O
 : -9.1	0.24
(53) CCN(CC)C(=S)SCC(=O)Nc1cccc(C(F)(F)F)c1
 : 9.0	-2.08
(54) CCc1ccccc1NC(=O)C(C#N)Cc1cccnc1 (stereo unspecified)
 : 6.3	1.17
(55) CCOC(=O)CSc1nnc2cc(C)c3ccccc3n12
 : 9.3	0.95
(56) O=C(CSc1nnc(CNc2cccc(C(F)(F)F)c2)n1Cc1ccco1)NCc1ccco1
 : -4.4	0.78
(57) c1ccc2c(CCNc3ncnc4nc[nH]c34)cccc2c1
 : 0.1	-1.89
(58) O=C(NC1CC1)c1nc2c(nnn2Cc2ccccc2Cl)c(=O)[nH]1
 : -7.0	0.96
(59) CCC1(C)Cc2c(C#N)c(N)n(N)c(=S)c2CO1 (stereo unspecified)
 : 6.3	-0.42
(60) CCn1cc(Br)c(C(=O)Nc2ccc(Cl)c(Cl)c2)n1
 : -1.1	-0.87
(61) CCCCSc1ncc(C(=O)OCC)c(N)n1
 : 1.1	-0.74
(62) COc1ccc(NC(=O)C2CCCN2C(=O)Nc2ccccc2)cc1OC (stereo unspecified)
 : 6.8	0.21
(63) CC(=O)Nc1cccc(OCC(O)Cn2c(C)nc3ccccc32)c1 (stereo unspecified)
 : -6.8	1.68
(64) S=C1NCCc2ccccc2C1c1ccccc1Cl (stereo unspecified)
 : 3.7	0.17
(65) O=C(OCCN1C(=O)c2ccccc2C1=O)c1ccco1
 : 2.0	0.58
(66) CCOC(=O)N1CCN(C(=O)CSCC(=O)Nc2nc(-c3ccccc3)cs2)CC1
 : -7.9	-1.57
(67) CCCC(=O)NC(Nc1ccc(S(=O)(=O)Nc2cc(C)on2)cc1)(C(F)(F)F)C(F)(F)F
 : -3.0	-0.4
(68) CC1=C(C(=O)OCc2ccccc2)C(c2ccsc2)C(C#N)=C(N)O1 (stereo unspecified)
 : -4.9	0.35
(69) CC1=CS(=O)(=O)CC1Sc1ncn[nH]1 (stereo unspecified)
 : -2.2	0.3

Shown with bars between the fields: 7 of the compounds above.
item | canonical_smiles | EphB4 antag | Pyk2 oligo antag
62 | COc1ccc(NC(=O)C2CCCN2C(=O)Nc2ccccc2)cc1OC (stereo unspecified) | 6.8 | 0.21
63 | CC(=O)Nc1cccc(OCC(O)Cn2c(C)nc3ccccc32)c1 (stereo unspecified) | -6.8 | 1.68
64 | S=C1NCCc2ccccc2C1c1ccccc1Cl (stereo unspecified) | 3.7 | 0.17
65 | O=C(OCCN1C(=O)c2ccccc2C1=O)c1ccco1 | 2.0 | 0.58
66 | CCOC(=O)N1CCN(C(=O)CSCC(=O)Nc2nc(-c3ccccc3)cs2)CC1 | -7.9 | -1.57
67 | CCCC(=O)NC(Nc1ccc(S(=O)(=O)Nc2cc(C)on2)cc1)(C(F)(F)F)C(F)(F)F | -3.0 | -0.4
68 | CC1=C(C(=O)OCc2ccccc2)C(c2ccsc2)C(C#N)=C(N)O1 (stereo unspecified) | -4.9 | 0.35

Screen by screen, as entered above.
Entries 62 to 66 in Pyk2 oligo antag: 0.21, 1.68, 0.17, 0.58, -1.57
Entries 62 to 66 in EphB4 antag: 6.8, -6.8, 3.7, 2.0, -7.9
